High-throughput results as filed in PubChem.
ER stress surv = ER stress cell death inhibition. CSM14.1 thapsigargin ER stress survival, ATP luminescence. relative survival (cellular ATP), % at 15 µg/mL (by protocol). 0.33% of 48,000 active. AID 1010;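 active means survival measured by cellular ATP above 50% at 15 µg/ml in the first screen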;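 further: cell death triggered by about 15 µM thapsigargin; ATP read 24 h after thapsigargin was added; plate controls were thapsigargin with DMSO for no effect and DMSO without thapsigargin for full effect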
* hit, by the source's call; & = joins results of further samples. An excerpt; rates above refer to the full screens.

The first 2 compounds, to show the layout:
| Structure | ER stress surv |
| --- | --- |
| O=C(COc1ccccc1)Nc1ccc(NC(=O)c2ccco2)cc1 | 2 |
| O=C(c1ccc(S(=O)(=O)c2ccc(Cl)cc2)cc1)c1ccc(S(=O)(=O)c2ccc(Cl)cc2)cc1 | 5 |

The list itself (from the top)
| Structure | ER stress surv |
| --- | --- |
| O=C(COc1ccccc1)Nc1ccc(NC(=O)c2ccco2)cc1 | 2 |
| O=C(c1ccc(S(=O)(=O)c2ccc(Cl)cc2)cc1)c1ccc(S(=O)(=O)c2ccc(Cl)cc2)cc1 | 5 |
| CCCOc1ccc(/C=N/Nc2nc(-c3ccccc3)nc(C)c2C)c(O)c1 | 2 |
| COC(=O)c1ccc(Cl)c(NC(=O)NC(c2ccccc2)c2ccccc2)c1 | -3 |
| O=C(Nc1ccc(Cl)c2c1C(=O)c1ccccc1C2=O)c1ccc([N+](=O)[O-])cc1Cl | 7 |
| CS(=O)(=O)N1CCN(CC(O)Cn2c3ccccc3c3ccccc32)CC1 (configuration not stated) | 2 |
| CCN1C(=O)/C(=C\c2cc(OC)c(OC)c(OC)c2)SC1=S | 7 |
| CCOc1ccc(C2Nc3ccccc3NC3=C2C(=O)CC(c2ccccc2)C3)cc1 (configuration not stated) | 100* |
| COC(=O)COc1ccc(/C=C2\C(=O)NC(=O)N(c3ccc(F)cc3)C2=O)cc1OC | 3 |
| Cc1c(Cl)cccc1N1C(=O)C2C3c4ccccc4C(C)(c4ccccc43)C2C1=O (configuration not stated) | 10 |
| CCC(Oc1ccccc1)C(=O)Nc1sc2c(c1C(=O)OC)CCC(C)C2 (configuration not stated) | 2 |
| CC1=C(C(=O)Nc2ccc(Cl)cc2)C(c2cccc3ccccc23)NC(=S)N1 (configuration not stated) | -2 |
| O=C(COc1ccc(Br)cc1)Nc1ccc2oc(-c3ccccc3F)nc2c1 | 5 |
| Fc1ccccc1OCCCCCCN1CCCC1 | 2 |
| CCCCCSc1nnc2c(n1)[nH]c1ccccc12 | 13 |
| COc1cc(NC(=O)c2cccnc2)ccc1NC(=O)c1cc2ccccc2o1 | 9 |
| Nc1nc2nonc2nc1Nc1ccccc1 | 6 |
| CC(=O)CSc1sc(=S)sc1SCC(C)=O | 28 |
| CCCCCc1nc2sc3c(c2c(=O)n1N)CCCC3 | 1 |
| CN(C)c1cccc(NC(=O)c2cc(F)c(F)cc2Cl)c1 | -2 |
| CC(C)(C)c1ccc(OCC(=O)Nc2ccc(N3CCOCC3)c(Cl)c2)cc1 | -3 |
| COC(=O)C1=C(C)N(C)C(C)=C(C(=O)OC)C1c1cc([N+](=O)[O-])ccc1Cl | -6 |
| CN(C)C(=O)C(NC(=O)c1ccccc1)=C1CCCCC1 | -3 |
| COc1ccc(NC(=O)C(=O)NC2CCCC2)cc1 | 17 |
| COC(=O)C1=C(O)/C(=C\c2ccccc2)N=C1C | 4 |
| COc1cc(/C=C2\C(=O)NC(=S)N(c3ccc(Cl)cc3)C2=O)ccc1OCC(=O)O | 7 |
| Cc1c(C(=O)OC(C)C)sc(NC(=O)COc2ccc(Cl)cc2)c1C(N)=O | 6 |
| CCc1ccc(N2CC(C(=O)N/N=C/c3cccc([N+](=O)[O-])c3)CC2=O)cc1 (configuration not stated) | 3 |
| O=C1N/C(=N/N=C\c2ccco2)SC1Cc1ccc(SC(F)F)cc1 (configuration not stated) | 0 |
| Cc1ccc(N2C(=O)/C(=C\c3ccc(-c4ccc(Cl)c(C(=O)O)c4)o3)C(=O)NC2=S)cc1 | 4 |
| CCN1CCN(CC(O)COc2ccccc2C(C)(C)C)CC1 (configuration not stated) | -6 |
| COc1cccc(C(=O)OCC(=O)c2ccc(Cl)cc2)c1 | 4 |
| Fc1ccc(-c2noc(-c3ccccc3)n2)cc1 | -11 |
| Cc1oc2ccc(OCc3c(F)cccc3Cl)cc2c1C(=O)O | -3 |
| O=C1CNC(=O)/C1=C/c1ccc(Br)cc1 | -6 |
| CC1(C)CC(NC(=O)COc2cccc3ccccc23)CC(C)(C)N1 | -7 |
| COc1ccc(C(CC(=O)c2ccc(Cl)cc2)Nc2ccc(Br)cc2)cc1 (configuration not stated) | 11 |
| CN(C)/C(=N\S(=O)(=O)c1ccc(Br)cc1)c1ccccc1 | 13 |
| Cc1onc(-c2ccccc2Cl)c1C(=O)NN | 3 |
| COc1ccc(CCNC(=O)c2ccccc2OC)cc1OC | 3 |
| O=C1c2ccc(S(=O)(=O)c3ccc4c(c3)C(=O)N(CCO)C4=O)cc2C(=O)N1CCO | 2 |
| Cc1ccc2cccc(OC(=O)c3oc4ccccc4c3C)c2n1 | -3 |
| CCc1ccc(C(=O)CSc2n[nH]c(-c3ccccc3)n2)cc1 | 14 |
| COc1cccc(CN2CCN(S(C)(=O)=O)CC2)c1OC | -2 |
| COc1ccc(C2N(c3ccccc3)CCN2c2ccccc2)cc1O | 0 |
| O=C1c2ccccc2C(=O)C1(Nc1ccc(F)cc1)c1ccccc1 | -2 |
| Cc1ccc(N2C(=O)CC(NCc3ccccc3)C2=O)cc1 (configuration not stated) | 4 |
| Cc1cc(/C=C2\C(=O)NC(=O)N(c3ccccc3)C2=O)c(C)n1-c1cccc([N+](=O)[O-])c1 | 7 |
| COc1ccc(-n2sc3c(c2=S)-c2cc(C)ccc2N(C)C3(C)C)cc1OC | 7 |
| Cc1nnc(NC(=O)C(C)Oc2ccc(Cl)cc2Cl)s1 (configuration not stated) | -4 |

Additional structures follow.
| Structure | ER stress surv |
| --- | --- |
| CC1=C(C(=O)Nc2cccc(Cl)c2C)C(c2cccc([N+](=O)[O-])c2)NC(=O)N1 (configuration not stated) | -1 |
| COc1cccc(N(CC(=O)Nc2ccccc2Cl)S(=O)(=O)c2ccccc2)c1 | 9 |
| O=C1CCC(C23CC4CC(CC(C4)C2)C3)=NN1 | 13 |
| Cc1ccsc1/C=C1\SC(=S)N(C(C)c2ccccc2)C1=O (configuration not stated) | 0 |
| Cc1ccc(NC(=O)COc2ccccc2)cc1[N+](=O)[O-] | 2 |
| CN1CCN(CCOCCOc2ccccc2)CC1 | -2 |
| O=C(CSc1ccccn1)Nc1ccc(F)cc1 | 0 |
| Cc1c([N+](=O)[O-])cc2[nH]c(=O)c(=O)[nH]c2c1[N+](=O)[O-] | 5 |
| CC12CNCC(C)(CN(Cc3ccc(Br)cc3)C1)C2 | 4 |
| CCOC(=O)c1c(NC(=S)NC(=O)c2ccccc2)sc2c1CCC(C)C2 (configuration not stated) | 4 |
| COc1ccc(Br)cc1C(=O)Nc1ccc2nn(-c3ccccc3)nc2c1 | 14 |
| C/C(=N\NC(=O)c1ccncc1)c1ccc(C)cc1 | 1 |
| COc1cc(NC(C)=O)c(OC)cc1Cl | 7 |
| CCOP(=O)(CN(C)S(=O)(=O)c1ccc(C)cc1)OCC | 0 |
| COc1ccc(/C=C2\SC(=S)N(CCC(=O)Nc3ccccc3C)C2=O)cc1OC | -1 |
| O=C(NC(=S)Nc1nc(-c2ccccc2)cs1)c1ccc(Cl)cc1 | -1 |
| CC(CO)(CO)N=Cc1c(O)n(-c2ccccc2)c(=S)[nH]c1=O | 16 |
| COc1cccc(C(=O)Nc2cc(OC)ccc2OC)c1 | -5 |
| COc1ccc(/C(N)=N/OC(=O)COc2ccccc2C)cc1 | 2 |
| COc1ccccc1NC(=O)C1=C(C)Nc2sc(C#N)c(N)c2C1c1ccco1 (configuration not stated) | 1 |
| Cc1cc(C)cc(OCC(=O)NCc2cccnc2)c1 | 5 |
| N=c1sc(Cc2cccc(Cl)c2)cn1CC(=O)c1ccccc1 | 1 |
| Cc1ccc(C)c(N2C(=O)C3C4C=CC(C5CC45)C3C2=O)c1 (configuration not stated) | 8 |
| O=c1[nH]c(=O)c2nc3cc([N+](=O)[O-])ccc3nc2[nH]1 | 26 |
| CCCCOc1ccc(S(=O)(=O)NCc2ccco2)cc1 | 6 |
| COc1ccc(C2Nc3cccc4cccc(c34)N2)cc1O | 5 |
| CN(CCO)S(=O)(=O)c1ccc2c(c1)Cc1cc(S(=O)(=O)N(C)CCO)ccc1-2 | 0 |
| COc1ccc(OC)c(-n2c(O)c(C=NCc3ccccc3F)c(=O)[nH]c2=O)c1 | 7 |
| CCOC(=O)c1sc(N/N=C/c2cccc(O)c2)nc1C | -11 |
| CC(C)c1ccc(C2OC3(C(=O)c4ccccc4C3=O)C3C(=O)N(c4ccc(Cl)c(Cl)c4)C(=O)C23)cc1 (configuration not stated) | 4 |
| Cc1cc(C)c2nc3s/c(=C\c4cc5c(cc4Br)OCO5)c(=O)n3c2c1 | 8 |
| CC(C)(C)c1cc(Br)ccc1OCC(=O)NCc1ccccc1 | 3 |
| COc1ccc(C(=O)Nc2nc(-c3ccc(S(=O)(=O)N4CCOCC4)cc3)cs2)cc1 | 1 |
| CCOC(=O)/C(=C/c1cc2ccccc2n1C)[N+](=O)[O-] | 5 |
| COc1ccc(N(CC(=O)Nc2cccc3ccccc23)S(=O)(=O)c2ccc(C)cc2)cc1OC | 5 |
| C=CCNC(=O)c1ccc(C(=O)c2cc(OC)ccc2OC)cc1 | -2 |
| COc1ccc(-n2c(=S)[nH]c3sc4c(c3c2=O)CC(C)(C)OC4)cc1 | 12&2 |
| Nc1cc(-c2ccc(Br)cc2)nn1C1CCCCC1 | -7 |
| O=C(Nc1ccc(N2CCOCC2)cc1)c1ccc(-c2ccc(Cl)cc2Cl)o1 | 1 |
| CN(C)c1ccc(/C=C/C(=O)C2C(=O)CCC2=O)cc1 | 8 |
| CCOc1cc(C=O)cc(I)c1OCc1ccccc1Cl | 21 |
| CCc1cccc(NC(=O)C(C)Oc2ccc(Cl)cc2Cl)c1 (configuration not stated) | 2 |
| CCOc1ccccc1NC(=O)C(=O)N/N=C/c1ccc(C)o1 | 8 |
| CCOC(=O)/C(C#N)=C\c1cccc([N+](=O)[O-])c1 | 6 |
| C#CCC(CC#C)(C(=O)OCC)C(=O)OCC | 10 |
| COC(=O)c1ccc(C2Nc3ccc4ncccc4c3C3=C2C(=O)CCC3)cc1 (configuration not stated) | 1 |
| COc1ccc(N2C(=O)C3C4C=CC(C4=C(C)C)C3C2=O)cc1 (configuration not stated) | 2 |
| C=CCc1cccc(/C=N/NC(=O)c2cc(C3CC3)[nH]n2)c1O | 10 |
| CCOc1ccc(N(CC(=O)Nc2cccc(C(F)(F)F)c2)S(C)(=O)=O)cc1 | -1 |
| O=C(Cc1cccs1)Nc1ccc(N2CCOCC2)cc1 | 4 |

A different layout for some results above.
Structure: C=CCNC(=O)c1ccc(C(=O)c2cc(OC)ccc2OC)cc1
- ER stress surv: -2

Structure: CN(C)c1ccc(/C=C/C(=O)C2C(=O)CCC2=O)cc1
- ER stress surv: 8

Structure: COc1ccc(OC)c(-n2c(O)c(C=NCc3ccccc3F)c(=O)[nH]c2=O)c1
- ER stress surv: 7

(further entries)
| Structure | ER stress surv |
| --- | --- |
| Cc1ccn2c(C(=O)N/N=C\c3cccs3)c(C)nc2c1 | 7 |
| COc1ccccc1NC(=O)C1=C(C)NC(SCC(=O)c2ccccc2)=C(C#N)C1c1ccccc1 (configuration not stated) | 12 |
| O=C(Nc1nc(-c2ccccc2)cs1)c1ccc(S(=O)(=O)N2CCOCC2)cc1 | 7 |
| CC(=O)OCc1cc(C)cc(C=O)c1C | 2 |
| CCOC(=O)C1(C)C=C(Nc2ccccc2)C(=O)N1c1ccccc1 (configuration not stated) | 8 |
| COc1cccc(C2Nc3ccccc3NC3=C2C(=O)CC(c2cccs2)C3)c1OC (configuration not stated) | 5 |
| CCCc1ccc(-c2nc(Cc3ccc(OC)cc3)no2)cc1 | 4 |
| CC1(C)CC(=O)C=C(NC2CC(C)(C)NC(C)(C)C2)C1 | 5 |
| Brc1ccc(CN2CCN(Cc3ccncc3)CC2)cc1 | 4 |
| CC(C)CSc1nc(O)c(C(c2ccccc2)c2ccccc2)c(=O)[nH]1 | 2 |
| O=C(CSc1nnnn1-c1ccccc1)Nc1ccc(O)cc1 | 3 |
| Cc1ccc(C(O)(c2ccccc2)c2nc3ccccc3n2C)cc1 (configuration not stated) | -1 |
| CCSc1nnc(NC(=O)c2cnccn2)s1 | 7 |
| CCN(CC)c1ccc(N2C(=O)/C(=C/c3cc(OC)c(OC)c(OC)c3)SC2=S)cc1 | 0 |
| COC(=O)CSc1nc2ccc(N)cc2s1 | 6 |
| Cc1nnc(N2C(=O)c3ccc([N+](=O)[O-])cc3C2=O)s1 | 0 |
| CCOC(=O)NC(NC(=O)OCC)c1ccc(OC)c(OC)c1 | 2 |
| CCCSc1nc2ccccc2n1CCO | -4 |
| O=C(CSc1nncn1-c1ccccc1)c1ccc(F)cc1 | 0 |
| CCOc1ccc(NC(=S)NC(NC(=O)c2ccc(Cl)cc2Cl)C(Cl)(Cl)Cl)cc1 (configuration not stated) | 6 |
| Nc1ccc(Cl)c(C(=O)Nc2ccccc2C(=O)O)c1 | 0 |
| COc1ccc(Cl)cc1NC(=O)c1ccncc1 | 2 |
| COc1cccc(N2C(=O)C(=O)/C(=C(\O)c3ccccc3)C2c2ccc(Cl)cc2)c1 (configuration not stated) | 3 |
| COc1cc(/C=N/NC(=O)c2ccncc2)ccc1OC(=O)c1cc(OC)c(OC)c(OC)c1 | 5 |
| Cc1ccc2[nH]c(O)c(N=NC(=O)c3cc4ccccc4nc3C)c2c1 | 9 |
| CCCCCn1c(/N=C/c2c(O)ccc3oc4c(c23)CCCC4)nc2ccccc21 | 6 |
| O=C(O)/C=C\C(=O)Nc1ccccc1Br | -7 |
| Cc1ccc(N(CC(=O)NCc2cccnc2)S(C)(=O)=O)cc1 | 3 |
| COc1ccccc1C(=O)NC(NC(=O)c1ccccc1OC)c1cccc([N+](=O)[O-])c1 | 2 |
| OC1CC(c2ccccc2)NC2(CCCC2)C1 (configuration not stated) | -2 |
| COc1ccc2c(c1)-c1c(ssc1=S)C(C)(C)N2C(=O)CC(C)C | 4 |
| CC(C)Cc1nnc(NC(=O)COc2ccccc2)s1 | 0 |
| Cc1cc(OCC(=O)Nc2sc3c(c2C#N)CCCC3)c(C(C)C)cc1Cl | 9 |
| CCCCOc1ccc(S(=O)(=O)N=Nc2c(O)[nH]c3ccc(Br)cc23)cc1 | 12 |
| COc1cc(CN=Cc2c(O)n(-c3ccc(F)cc3)c(=O)[nH]c2=O)cc(OC)c1 | 4 |
| COC(=O)c1sccc1NC(=O)c1ccc(C)c([N+](=O)[O-])c1 | 4 |
| O=CN1CCN(c2nc(-c3ccccc3)c3cc(Br)ccc3n2)CC1 | -2 |
| O=C(NN1C(=O)c2ccccc2C1=O)c1ccccc1O | 2 |
